WT yeast gro inh = growth inhibition of WT yeast, mitochondrial fusion screen | AID 1362 | inhibition, % at 10 µM | 190,000 tested, 2.1% active | mitochondrial fusion phenotypic screen, WT strain; in the data active means inhibition above about 58%; tested in S. cerevisiae
Dynein transport = dynein cargo transport inhibition; 3617.4 mouse cells, GR-EGFP nuclear translocation imaging; test concentration mostly 20 µM; stimulated with dexamethasone, 1 µM; active compounds read low; z-score, hits read low; 220,000 tested, 0.47% active; AID 1381;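 active means plate z-score of nuclear minus cytoplasmic receptor signal below a set negative limit, without overly bright fluorescence or cell loss, cut at about -3.5 in these data, passing the limit was not always enough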;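 further: z-score of nuclear minus cytoplasmic ring GR-EGFP intensity difference per well; some compounds called inactive have numbers as strong as hits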
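Medium: Induction medium lacking tetracycline, stripped serum | Probe or stimulus: 1.0 µM final dexamethasone stimulus | Schedule: 48 h induction, then 1 h compound, then 30 min agonist, 37 °C | Signal: Automated 10x imaging of fixed Hoechst-stained cells | Evaluation: Per-cell GR-EGFP intensity, nucleus versus surrounding cytoplasmic ring, well-averaged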
Hep lipid drop = hepatic lipid droplet formation modulation | AML12 mouse hepatocytes, oleate lipid droplets, BODIPY imaging | inhibition, % at 6.5 µM | 240,000 tested, 0.4% active | AID 1656;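 active means lipid droplet intensity inhibited by at least 50%, with more than 500 cells counted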
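System: AML12 hepatocytes (mouse). Probe or stimulus: oleic acid at 100 µM to induce lipid droplet formation. Times: overnight treatment with compound plus oleate. Detection: Image-based BODIPY and DAPI two-channel analysis. Evaluation: percent inhibition of filter-corrected integrated lipid droplet intensity per well.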
Insulin prom up = MIN6 insulin promoter up-regulation | MIN6 insulin promoter-GFP reporter, high-content imaging; active compounds read high | z-score at 5 µM | 190,000 tested, 0.3% active | AID 1625;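 active means z-score above 3 at 5 µM with at least 500 cells counted in the well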
CSM14.1 death rescue = protection against thapsigargin-triggered cell killing – 384-well, CSM14.1, ATP luminescence, primary screen (AID 1222). CSM14.1 thapsigargin-induced death rescue, ATP luminescence; higher % means a stronger effect. one-dose cellular ATP content (survival), % at 20 µM; EC50 in µM for titrated hits. 190,000 tested, under 10 active;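 active means EC50 below 50 µM in the dose-response confirmation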;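 further: death triggered by thapsigargin at about 15 µM added after 2 h compound pretreatment; cell ATP read after overnight thapsigargin exposure of roughly 18 to 22 hours; normalized against plate controls of thapsigargin alone and 5% DMSO vehicle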
MT stabilizer = microtubule stabilization, imaging screen; HeLa tubulin immunostaining HCS, 24 h; share of cells brighter than vehicle mean+2SD; % tubulin-high responders, % at 10 µM; 200,000 tested, 0.83% active; AID 2205;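 active means plate Z-score above 3 for both tubulin-high and condensed-nucleus cell shares, with cell loss under 80%, at 10 µM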;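 further: anti alpha tubulin signal scored within the nucleus-defined area of each cell; some results filed as inactive read as strong as hits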
bCat nuc transl = beta-catenin nuclear translocation modulation; HeLa beta-catenin nuclear translocation, immunofluorescence imaging; nuclear translocation activity, % at 5 µM; 190,000 tested, 0.3% active;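 active means nuclear translocation activity above 50% at 5 µM, with a well cell count of 50 or more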;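 further: per-cell ratio of nuclear to cytoplasmic median beta-catenin stain intensity; plate controls were DMSO negative control for no effect and GSK-3 inhibitor IX positive control for full effect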
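assay system = human HeLa cells, endogenous beta-catenin | times = compound treatment 24 h, 37°C, 5% CO2 | detection = Anti-beta-catenin immunofluorescence on PFA-fixed, Triton-permeabilized cells, DAPI nuclei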
XIAP antagonists = small molecules displacing peptide from XIAP – biochemical, IAP family, fluorescence polarization (AID 1018). XIAP BIR domain, fluorescence polarization peptide displacement; higher % means a stronger effect. one-dose displacement, % at 20 µM; IC50 in µM for titrated hits. 200,000 tested, 0.007% active; in the data active means displacement above about 50%; further: a part of the inactive calls stands beside numbers as strong as those of hits
Autophagy mod = autophagy modulation, high-content screen; MEF GFP-LC3 puncta imaging; test concentration mostly 10 µM; calls only at 10 µM (by protocol); 190,000 tested, 0.98% active;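 active means percentage of spot-positive cells more than 3 SD above its plate mean, without a fluorescence outlier flag or 80% toxicity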;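 further: spot-positive cell cutoff set from DMSO-treated cells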
WT yeast gro inh mutant strain = second read-out of WT yeast gro inh, no call of its own (marks repeat the call); inhibition, %; mitochondrial fusion phenotypic screen, mutant strain inhibition
Dynein transport cytoplasmic EGFP = recorded beside Dynein transport, whose call it bears; z-score; measured here: cytoplasmic GR-EGFP intensity; active compounds read high
Dynein transport nuclear GR-EGFP = recorded beside Dynein transport, whose call it bears; z-score; measured here: nuclear GR-EGFP intensity;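 lower value marks the stronger effect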
Dynein transport cell count = further read-out of Dynein transport, marked with its call; z-score; measured here: cell count per field
Insulin prom up cell count = also measured in Insulin prom up; calls as there; cell count; measured here: cytotoxicity, nuclei count;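 total cells summed across four imaged fields per well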
Hep lipid drop cells 6.5 µM = further read-out of Hep lipid drop, marked with its call; cell count; measured here: cell count, cytotoxicity flag;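 cells counted across two imaged fields per well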
bCat nuc transl cell count 5 µM = recorded beside bCat nuc transl, whose call it bears; cell count; measured here: cell count, cytotoxicity flag
MT stabilizer Hoechst-high % = second read-out of MT stabilizer, no call of its own (marks repeat the call); % Hoechst-high responders; measured here: nuclear condensation Hoechst responders;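 share of cells brighter than vehicle mean plus two SD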
MT stabilizer cytotoxicity % = second read-out of MT stabilizer, no call of its own (marks repeat the call); toxicity, %; measured here: cytotoxicity by cell density;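 0% = mean cell density of plate MIN control wells and 100% = no cells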
Autophagy mod cell loss 18 h = also measured in Autophagy mod; calls as there; toxicity, %; measured here: cell loss, nuclei count;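 cell loss after 18 h compound exposure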
Active calls of the source: *; i = inactive; . = not tested or not shown.

SMILES	WT yeast gro inh	WT yeast gro inh mutant strain	Dynein transport	Dynein transport cytoplasmic EGFP	Dynein transport nuclear GR-EGFP	Dynein transport cell count	Hep lipid drop	Hep lipid drop cells 6.5 µM	Insulin prom up	Insulin prom up cell count	CSM14.1 death rescue	MT stabilizer	MT stabilizer Hoechst-high %	MT stabilizer cytotoxicity %	bCat nuc transl	bCat nuc transl cell count 5 µM	XIAP antagonists	Autophagy mod	Autophagy mod cell loss 18 h
CC1=CCC2C(=O)N(c3ccc(OC(=O)c4ccco4)cc3)C(=O)C2C1 (stereo not drawn)	-21.2	-17.5	-0.182	-0.3	-0.0989	0.211	9.6	716	0.53	1478	-0.7%	4.8	1.5	10.1	-2.2	1094	-7.4%	i	-12.4
O=C(NC1CCCCC1)c1cc(-c2ccccn2)nc2ccccc12	2.1	-9.0	0.67	-0.137	-0.157	-1.31	10.2	678	0.31	1384	-0.7%	2.4	2.2	1.3	0.0	1067	-0.8%	i	-0.8
COc1cc(/C=N/Nc2cc(C)nc(NS(=O)(=O)c3ccc(C)cc3)n2)ccc1O	-15.7	4.7	-0.458	-0.251	-0.402	0.533	-2.9	576	-0.19	1352	2.4%	5.3	3.8	9.6	-1.4	1100	.	i	-3.7
CCOc1ccc(/C(O)=C2/C(=O)C(=O)N(CCN(C)C)C2c2ccccc2)cc1Cl (stereo not drawn)	3.7	-0.8	-0.217	-0.0361	-0.156	-0.294	-2.9	632	1.25	1400	-0.3%	3.5	2.1	5.9	-1.6	1117	-6.0%	i	3.5
Cc1ccc(S(=O)(=O)Cn2nnnc2C(C(C)C)N2CCc3ccccc3C2)cc1 (stereo not drawn)	13.8	-14.6	-0.444	-0.231	-0.106	0.0934	.	.	-0.64	1129	1.9%	2.0	1.4	9.2	-2.1	1177	0.0%	i	-5.1
CCOC(=O)C1=C(CC)Nc2ccccc2N=C1NC(=O)Cn1cnc2ccccc2c1=O	-10.0	-9.5	-0.313	-0.274	0.0302	-0.467	-4.4	749	-0.07	1268	.	1.2	1.7	1.8	0.7	1058	-1.7%	i	1.8
Cc1ccc(C)n1-n1c(C)nc2sc3c(c2c1=O)CCCCC3	3.2	4.1	-0.0957	-0.2	0.0601	0.348	15.5	741	0.39	1276	.	5.2	1.8	3.7	-1.2	1066	-7.0%	i	13.2
O=C(CCNS(=O)(=O)c1cccc2nsnc12)NCc1ccco1	-11.9	10.1	-0.381	-0.307	-0.32	0.169	3.3	723	-0.76	1247	-12.6%	2.1	2.2	2.3	-0.3	1133	1.3%	i	-0.5
Cc1cccc(OCC(=O)Nc2ccc(C(=O)NCC(C)C)cc2)c1	17.2	8.7	0.248	-0.31	0.421	0.0599	-2.5	756	1.22	1612	-0.1%	3.2	1.9	7.1	2.5	928	-4.9%	i	6.4
CCOc1cc(S(=O)(=O)NCc2ccccc2)ccc1Br	3.5	4.2	0.238	-0.246	0.288	-0.611	-3.7	667	-1.05	1406	-0.8%	1.6	1.1	2.5	1.4	990	-3.1%	i	9.4
COc1ccccc1N1CCN(CC(O)COc2ccc3c(c2)CCC3)CC1 (stereo not drawn)	3.8	11.2	-1.33	-0.0934	-0.85	0.436	.	.	-1.11	955	-1.4%	2.8	0.9	2.7	-0.6	947	-1.1%	i	-5.7
COc1ccc(C(=O)NNC(=O)c2cc3cccc(OC)c3oc2=O)cc1	5.8	1.7	0.987	-0.297	0.494	-0.356	9.8	665	-0.49	1196	0.2%	3.5	3.5	6.2	1.0	1109	-4.0%	i	3.9
Cc1ccc(S(=O)(=O)N(C)Cc2ccc(-c3nnc4n3CCC4)cc2)cc1	-23.3	-12.1	-0.101	-0.171	0.00665	-0.051	.	.	0.97	1006	-2.5%	2.1	1.4	9.5	-1.8	675	-3.6%	i	0.8
CC(=O)Nc1ccc(OS(=O)(=O)c2c(C)cc(C)cc2C)cc1	4.6	7.6	0.663	-0.242	0.299	0.542	-16.3	672	-1.32	1556	0.0%	1.4	1.6	9.1	9.1	817	-6.3%	i	26.8
COc1ccc(S(=O)(=O)NC(CC(=O)NCc2ccco2)c2ccco2)cc1 (stereo not drawn)	-10.0	3.4	0.201	0.455	0.439	1.21	0.4	689	-0.2	1353	-2.1%	1.3	1.9	4.3	.	.	-3.0%	i	0.5
CCCCCCn1c(=O)c(-c2nc3ccccc3c(=O)[nH]2)c(O)c2ccccc21	.	.	.	.	.	.	.	.	0.08	1048	-0.5%	.	.	.	-1.7	1134	-3.5%	.	.
Cc1ccc(S(=O)(=O)NCC2CCC(C(=O)NCc3ccco3)CC2)cc1 (stereo not drawn)	14.4	21.8	-0.703	-0.139	-0.371	0.772	7.8	691	-0.22	1224	.	1.6	1.8	5.4	.	.	-5.2%	i	2.4
Cc1ccccc1C(=O)c1cccn1CC(=O)NCCC1=CCCCC1	26.6	18.5	2.7	-0.19	1.5	-1.2	2.0	728	0.16	1284	2.8%	2.1	2.4	9.8	-1.2	1119	-3.9%	i	29.9
CCOC(=O)N1CCN(CC(=O)Nc2ccc(F)cc2)CC1	-0.8	-12.6	0.0912	-0.238	-0.287	0.651	17.3	693	.	.	0.8%	2.2	2.5	8.2	-0.2	986	-5.1%	i	-13.9
CC1(C)Cc2c(c(=S)nc(-c3ccccc3)n2CCN2CCOCC2)CO1	5.6	-8.5	1.59	-0.242	0.659	-0.379	-41.4	743	-0.92	1392	-2.8%	2.8	1.7	7.8	.	.	-0.7%	i	-7.7
CN(CCC#N)C(=O)COC(=O)c1cc(Cl)cc(Cl)c1N	-5.7	-21.1	-0.629	-0.333	-0.416	1.24	2.8	703	-0.33	1222	-1.3%	4.4	1.9	8.0	-0.1	1101	-4.9%	i	6.1
COc1ccc(-c2cn3cc(Br)cnc3n2)cc1	-1.8	-4.8	-0.347	-0.225	0.135	-0.229	4.2	681	.	.	-1.8%	20.2*	43.0*	24.6*	0.9	1513	10.5%	i	-12.1
CSc1ccc(/C=N/NC(=O)c2cc(O)cc(O)c2)cc1	-1.7	-1.8	0.619	-0.27	0.624	0.107	-12.8	647	-0.23	1355	-4.5%	2.5	4.1	7.6	-0.8	1105	-6.5%	i	-7.6
CSc1nsc(SC)c1NC(=O)N1CCCCC1	-7.1	-7.2	-0.467	-0.253	-0.239	0.1	-7.3	778	-1.25	991	1.0%	0.9	2.1	14.0	.	.	-0.9%	i	3.5

An excerpt from the list above, as a working copy:
SMILES	WT yeast gro inh	WT yeast gro inh mutant strain	Dynein transport	Dynein transport cytoplasmic EGFP	Dynein transport nuclear GR-EGFP	Dynein transport cell count	Hep lipid drop	Hep lipid drop cells 6.5 µM	Insulin prom up	Insulin prom up cell count	CSM14.1 death rescue	MT stabilizer	MT stabilizer Hoechst-high %	MT stabilizer cytotoxicity %	bCat nuc transl	bCat nuc transl cell count 5 µM	XIAP antagonists	Autophagy mod	Autophagy mod cell loss 18 h
CC1=CCC2C(=O)N(c3ccc(OC(=O)c4ccco4)cc3)C(=O)C2C1 (stereo not drawn)	-21.2	-17.5	-0.182	-0.3	-0.0989	0.211	9.6	716	0.53	1478	-0.7%	4.8	1.5	10.1	-2.2	1094	-7.4%	i	-12.4
O=C(NC1CCCCC1)c1cc(-c2ccccn2)nc2ccccc12	2.1	-9.0	0.67	-0.137	-0.157	-1.31	10.2	678	0.31	1384	-0.7%	2.4	2.2	1.3	0.0	1067	-0.8%	i	-0.8
COc1cc(/C=N/Nc2cc(C)nc(NS(=O)(=O)c3ccc(C)cc3)n2)ccc1O	-15.7	4.7	-0.458	-0.251	-0.402	0.533	-2.9	576	-0.19	1352	2.4%	5.3	3.8	9.6	-1.4	1100	.	i	-3.7
CCOc1ccc(/C(O)=C2/C(=O)C(=O)N(CCN(C)C)C2c2ccccc2)cc1Cl (stereo not drawn)	3.7	-0.8	-0.217	-0.0361	-0.156	-0.294	-2.9	632	1.25	1400	-0.3%	3.5	2.1	5.9	-1.6	1117	-6.0%	i	3.5
Cc1ccc(S(=O)(=O)Cn2nnnc2C(C(C)C)N2CCc3ccccc3C2)cc1 (stereo not drawn)	13.8	-14.6	-0.444	-0.231	-0.106	0.0934	.	.	-0.64	1129	1.9%	2.0	1.4	9.2	-2.1	1177	0.0%	i	-5.1
CCOC(=O)C1=C(CC)Nc2ccccc2N=C1NC(=O)Cn1cnc2ccccc2c1=O	-10.0	-9.5	-0.313	-0.274	0.0302	-0.467	-4.4	749	-0.07	1268	.	1.2	1.7	1.8	0.7	1058	-1.7%	i	1.8

Source: PubChem (several laboratories)

An unsorted share of the library; overall some 4% were active at least once.
